# p-CIP stab down: p/CIP-EGFP fusion destabilizers, primary screen, fluorescence, F442A cells. Q05BA5. 16 h. decrease of EGFP signal, % at 10 µM. 290,000 compounds, 0.01% hits. AID 1984, 2009;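 active means EGFP signal decrease of at least 30% at 10 µM or well 3 SD below plate mean, unless failing retest; inactive means the rest, including hits failing retest or dose response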; further: some compounds called inactive have numbers as strong as hits; many of its hits are not listed in these tables
# FID counter: compounds displacing fluorescent DNA intercalator, primary screen, artefact control for HCV NS3 helicase inhibitor project, biochemical, FID fluorescence; 290,000 compounds, 0.17% hits; inhibition, % at 7.9 µM; DNA fluorescent intercalator displacement; AID 1845, 2009; in the data active means inhibition above about 37%;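 further: 0% = vehicle and 100% = reference compound; higher means more ethidium bromide displaced from hairpin DNA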
# VIM-2 inh: VIM-2 metallo-beta-lactamase inhibitors, primary screen, biochemical, epi-absorbance readout, Pseudomonas aeruginosa enzyme; AID 1527, 2009; 290,000 compounds, 0.89% hits; purified VIM-2, nitrocefin hydrolysis, epi-absorbance fluorescence; inhibition, % at 5.6 µM;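 active means inhibition above the mean of all tested compounds plus 3 SD, cutoff set per screening run, cut at about 7.5% in these data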;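 further: red hydrolysis product quenches plate fluorescence so inhibitors raise well fluorescence; 0% = enzyme with DMSO and 100% = DMSO without enzyme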
# HCV NS3 hel inh: inhibitors of HCV NS3 helicase, primary screen, biochemical, Cy5 molecular beacon fluorescence. Hepatitis C virus NS3 helicase. NS3 helicase DNA unwinding. inhibition, % at 10.9 µM. 290,000 compounds, 0.56% hits. AID 1800, 2009;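 active means inhibition above the mean of all tested compounds plus 3 SD, set per campaign, cut at about 35% in these data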;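 further: 0% = DMSO wells and 100% = thioflavine S control wells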
#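 System: HCV NS3 helicase fragment; control set: DMSO and thioflavine S; technique: Cy5 fluorescence at 0 and 60 min, beacon hairpin quenching; reagent: beacon DNA duplex substrate plus ATP; replicates: singlicate; schedule: 1 h reaction at 25 °C, ATP-initiated; medium: MOPS buffer pH 6.5 with MgCl2, DTT, Tween20, BSA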
# IMP-1 inhibitor: IMP-1 metallo-beta-lactamase inhibitors, primary screen, biochemical, epi-absorbance readout, Pseudomonas aeruginosa enzyme; metallo-beta-lactamase IMP-1 (Pseudomonas aeruginosa); purified IMP-1, nitrocefin hydrolysis, epi-absorbance fluorescence; inhibition, % at 5.6 µM; 290,000 compounds, 0.45% hits; AID 1556, 2009;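 active means inhibition above the mean plus 3 SD of all compounds in the same screening run, cut at about 4.5% in these data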;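 further: 0% = IMP-1 with DMSO and 100% = DMSO wells lacking enzyme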
#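 assay system = purified recombinant IMP-1 metallo-beta-lactamase enzyme | schedule = 15 min preincubation plus 25 min reaction at 25 °C | signal = Epi-absorbance fluorescence, 480 nm excitation, 530 nm emission | read-out basis = percent inhibition from optical density relative to buffer-blank wells | controls = IMP-1 with DMSO as 0%, enzyme-free DMSO as 100%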
# PHOSPHO1 inh: PubChem AID 1565 | inhibition, % at 13.3 µM | recombinant PHOSPHO1, absorbance phosphatase assay | 290,000 compounds, 1.1% hits; in the data active means inhibition above about 60%
# Target sequence (Q8TCT1 whole entry, looked up): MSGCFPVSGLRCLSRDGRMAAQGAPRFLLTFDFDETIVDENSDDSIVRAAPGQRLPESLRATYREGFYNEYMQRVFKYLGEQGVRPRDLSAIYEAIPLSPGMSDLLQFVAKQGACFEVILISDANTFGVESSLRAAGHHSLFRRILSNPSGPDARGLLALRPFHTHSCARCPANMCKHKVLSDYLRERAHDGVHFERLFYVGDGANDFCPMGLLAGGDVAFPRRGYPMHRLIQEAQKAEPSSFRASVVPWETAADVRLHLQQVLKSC
# MEKK3 PB1 HTS: modulators of MEKK3-MEK5 PB1 binding, primary screen, biochemical, wildtype MEKK3, multiplex bead flow cytometry, Alexa488-MEK5; binding response (% of control), % at 10 µM; 290,000 compounds, 1.4% hits; bead-based flow cytometry, Alexa488-MEK5 binding to MEKK3; actives lie on both sides; 0 = blocked by unlabeled MEK5, 100 = vehicle; Mitogen-activated protein kinase kinase kinase 3 (Homo sapiens), Q99759;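 active means binding response more than 3 SD above or below the average of its plate-row segment, actives on both sides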;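 further: Alexa488 bead fluorescence after subtracting the streptavidin-only scavenger bead signal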
# Target sequence (Q99759 whole entry, looked up): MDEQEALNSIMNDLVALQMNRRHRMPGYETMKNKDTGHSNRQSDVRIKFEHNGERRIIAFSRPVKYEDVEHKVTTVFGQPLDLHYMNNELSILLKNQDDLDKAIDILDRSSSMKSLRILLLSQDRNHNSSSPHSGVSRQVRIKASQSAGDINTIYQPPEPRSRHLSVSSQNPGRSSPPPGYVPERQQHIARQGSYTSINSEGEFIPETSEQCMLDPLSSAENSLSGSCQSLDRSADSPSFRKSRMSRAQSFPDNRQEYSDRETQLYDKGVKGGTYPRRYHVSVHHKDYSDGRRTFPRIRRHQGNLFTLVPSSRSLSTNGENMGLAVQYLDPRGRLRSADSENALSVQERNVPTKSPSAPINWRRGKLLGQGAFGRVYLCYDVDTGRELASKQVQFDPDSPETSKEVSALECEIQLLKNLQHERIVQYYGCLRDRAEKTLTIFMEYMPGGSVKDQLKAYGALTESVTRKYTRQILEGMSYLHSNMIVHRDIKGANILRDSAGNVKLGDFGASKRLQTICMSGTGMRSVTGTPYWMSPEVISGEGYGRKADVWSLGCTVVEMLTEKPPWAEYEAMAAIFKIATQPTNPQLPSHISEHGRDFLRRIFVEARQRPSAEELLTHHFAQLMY
# SUMO HTRF inh: inhibitors of in vitro SUMOylation cascade, primary screen, biochemical, HTRF, uHTS; inhibition, % at 35 µM; HTRF SUMOylation assay, SAE1/SAE2 + UBC9; 290,000 compounds, 0.36% hits; SUMO-conjugating enzyme UBC9 (Homo sapiens), P63279; in the data active means inhibition above about 50%, passing the limit was not always enough; further: strong numbers were not always called active
# Target sequence (P63279 whole entry, looked up): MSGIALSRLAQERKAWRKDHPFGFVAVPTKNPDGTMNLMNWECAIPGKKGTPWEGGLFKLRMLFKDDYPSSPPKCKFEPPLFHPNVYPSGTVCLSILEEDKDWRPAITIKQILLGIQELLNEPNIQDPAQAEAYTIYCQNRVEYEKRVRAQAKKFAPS
# IDE cell activ: human IDE activators in live cells, primary screen, fluorescence polarization, HEK cells, FAbeta-B substrate | 340,000 compounds, 0.073% hits | Insulin-degrading enzyme (Homo sapiens), P14735 | FAbeta-B cleavage; 0% vehicle, 100% cell-free pure enzyme wells | activation, % at 5.96 µM;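 active means activation above the mean of all tested compounds plus 3 SD, set per screening campaign, cut at about 17% in these data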
# Numbers without * were called inactive; nt = no result given. The list is partial (hit frequency here may not be typical).
# Each structure is followed by: p-CIP stab down	FID counter	VIM-2 inh	HCV NS3 hel inh	IMP-1 inhibitor	PHOSPHO1 inh	MEKK3 PB1 HTS	SUMO HTRF inh	IDE cell activ
1	N#Cc1cc(-c2ccc(Cl)cc2)cn(Cc2c(Cl)cccc2Cl)c1=O
→ -5	-12	-1.9	3	-2.5	15	98	-15	-4
2	CC1=C(C#N)CCC(=O)N1Cc1c(F)cccc1Cl
→ 3	-1	-2.0	-11	-0.2	-27	96	-6	-1
3	O=C(Nc1cccc(Cl)c1)OCCOc1ccccc1
→ -18	-8	-3.2	-8	-3.9	25	109	-28	4
4	CCOC(=O)N1CCN(S(=O)(=O)c2ccc([N+](=O)[O-])cc2)CC1
→ -1	2	0.1	9	-0.9	24	101	3	-2
5	CN(C)/C=C1\SC(=S)N(c2ccc(F)cc2)C1=O
→ 0	-1	-0.3	-6	-4.2	43	102	22	5
6	O=C1C2C3C=CC([C@@H]2C(=O)N1Cc1cccnc1)C31CC1 (stereo partly specified)
→ 3	3	-0.7	1	-0.5	37	106	7	-2
7	Cc1nnc(SC(C(=O)Nc2ccc(Cl)c([N+](=O)[O-])c2)c2ccccc2)[nH]c1=O (stereo unspecified)
→ 0	-5	-0.4	-14	-1.0	24	98	14	2
8	COc1ccc(O)c(C(=O)c2cnc3onc(C)c3c2)c1
→ -5	-2	-2.4	-1	-4.0	25	104	-27	3
9	Cc1ccccc1OCC(=O)Nc1ccc2c(c1)COC2=O
→ -2	-11	-3.2	-3	1.1	15	101	5	0
10	CCC1(C)Cc2c(sc3nc(SC)[nH]c(=S)c23)CO1 (stereo unspecified)
→ -7	-11	8.1*	2	-3.9	18	102	14	nt
11	O=C(COc1ccc(Cl)cc1)Nc1ccc(Cc2ccncc2)cc1
→ 6	-16	-3.8	-3	-0.4	-7	108	-10	-6
12	Cc1cc(C)c(C2C3=C(Nc4c2c(C)nn4-c2ccccn2)c2ccccc2C3=O)c(C)c1 (stereo unspecified)
→ -8	-7	-0.9	-2	-2.6	7	81	6	0
13	COCCNC(=O)CN1C(=O)/C(=C/c2ccccc2)Oc2ccc(C(C)(C)C)cc21
→ -10	-25	-1.0	-31	-1.2	nt	99	6	1
14	Cc1ccc(CNC(=O)CCCc2cn(C)c3ccccc23)cc1
→ 4	-30	-2.0	-1	-1.5	-16	104	-3	2
15	CCN(C(=O)CSc1nnnn1-c1cc(C)ccc1OC)C1CCS(=O)(=O)C1 (stereo unspecified)
→ -6	-8	-4.5	0	-2.8	15	105	-18	2
16	CC12CCC(C(=O)NCc3ccccc3Cl)(OC1=O)C2(C)C (stereo unspecified)
→ 5	-5	-1.5	-7	-0.9	24	102	18	-2
17	CCOC(=O)c1ccc(N2C(=O)CC(N(Cc3ccc4c(c3)OCO4)C(=O)Nc3ccccc3)C2=O)cc1 (stereo unspecified)
→ -1	-1	-2.3	-15	-1.7	3	78	-29	-2
18	COc1ccc(-c2sc3ccccc3c2C#CCCO)cc1
→ 2	-14	-4.6	-22	-2.3	20	101	-7	2
19	COc1cc(C2C3C(=O)N(c4ccccc4)C(=O)C3ON2c2ccccc2)ccc1O (stereo unspecified)
→ 5	-22	0.1	6	-1.8	-20	99	3	0
20	CCCC(=O)NCc1nc2ccccc2n1C
→ 3	-1	-5.8	-2	-3.0	20	106	14	-1
21	Cn1c(=O)c2c(nc(NCc3cccnc3)n2Cc2cccc(C(F)(F)F)c2)n(C)c1=O
→ 0	-22	-3.9	-1	-4.7	-13	100	17	-9
22	COc1cccc(OC)c1OCc1cc(C2C3CCCC=C3C(C#N)=C(N)C2(C#N)C#N)c(C)cc1C (stereo unspecified)
→ 5	-38	0.6	34	0.1	12	102	-28	4
23	O=[N+]([O-])c1cccc2c(Cl)ccnc12
→ 8	-5	0.8	-2	-0.5	12	86	8	3
24	Cc1nc(C)c(CCNC(=O)c2ccc(C(F)(F)F)cc2)s1
→ -1	-1	-2.4	1	-5.1	-3	138*	-9	3
25	Clc1cccc(Cl)c1CSc1nnc(CN2CCOCC2)n1-c1ccccc1
→ -9	-34	-2.7	-3	-8.1	-4	101	1	1
26	Clc1ccc(OCCCCCN2CCOCC2)cc1
→ 0	7	-2.3	-2	-2.2	24	109	0	-5
27	CCC(NC(=O)Cc1cccs1)c1ccccc1 (stereo unspecified)
→ 8	0	-0.5	2	-1.9	nt	105	0	-1
28	CCOC(=O)c1c(N)sc(C(O)(C(F)(F)F)C(F)(F)F)c1-c1ccccc1
→ -11	-7	-2.6	-22	-2.7	13	101	-14	8
29	Cc1cccc(NC(=S)N(CCN(C)C)Cc2cccs2)c1
→ 11	1	-2.8	17	-4.6	2	104	-1	-2
30	CN=C1NN=C(c2cc(C)n(-c3c(C)n(C)n(-c4ccccc4)c3=O)c2C)CS1
→ -21	-11	-2.8	19	-0.8	7	96	24	-1

# Compound profiles (already shown).
# Listed for O=C(COc1ccc(Cl)cc1)Nc1ccc(Cc2ccncc2)cc1 = p-CIP stab down = 6; FID counter = -16; VIM-2 inh = -3.8; HCV NS3 hel inh = -3; IMP-1 inhibitor = -0.4; PHOSPHO1 inh = -7; MEKK3 PB1 HTS = 108; SUMO HTRF inh = -10; IDE cell activ = -6
# Listed for Clc1ccc(OCCCCCN2CCOCC2)cc1 = p-CIP stab down = 0; FID counter = 7; VIM-2 inh = -2.3; HCV NS3 hel inh = -2; IMP-1 inhibitor = -2.2; PHOSPHO1 inh = 24; MEKK3 PB1 HTS = 109; SUMO HTRF inh = 0; IDE cell activ = -5

# The list goes on.
# Each structure is followed by: p-CIP stab down	FID counter	VIM-2 inh	HCV NS3 hel inh	IMP-1 inhibitor	PHOSPHO1 inh	MEKK3 PB1 HTS	SUMO HTRF inh	IDE cell activ
31	COc1ccc(CNCCSc2nnnn2C)c(OC)c1OC
→ -14	0	1.0	7	-1.3	44	100	16	4
32	CC1(C)CC(CC(=O)O)(c2ccc(F)cc2)CCO1 (stereo unspecified)
→ -19	0	-1.4	-6	-3.3	3	102	24	4
33	O=C(CN1C(=O)C2CCCCC2C1=O)N1CCN(c2ncccn2)CC1 (stereo unspecified)
→ 3	-1	-1.6	5	-1.8	-5	100	10	3
34	Brc1cccc(CNc2nc3ccccc3n2CCN2CCCCC2)c1
→ -9	13	0.0	-54	-2.5	24	100	14	5
35	O=C(c1cc(-c2ccc(Cl)cc2)n(-c2cc(Cl)ccc2Cl)n1)N1CCOCC1
→ -10	-5	-1.9	-2	-1.0	18	98	-18	3
36	CCCNCC1COc2ccccc2O1 (stereo unspecified)
→ 11	0	-1.9	-7	0.4	-3	98	-2	nt
37	CC(C(=O)Nc1ccc2c(c1)OCCO2)N(c1ccccc1)S(C)(=O)=O (stereo unspecified)
→ 10	-11	-3.3	3	-2.7	24	98	-11	7
38	COc1ccc(N(CC(=O)Nc2nccs2)S(=O)(=O)c2c(C)nn(C)c2C)cc1
→ -12	-7	-2.7	2	-1.4	15	94	13	4
39	Clc1ccc(/C=N/c2c(-c3ccc(Cl)cc3)nc3n2CCS3)cc1
→ -3	-4	-0.6	-3	-2.0	-12	101	-16	0
40	CCCC(C(=O)NC1CCCC1)N(CC1CCCO1)C(=O)CNS(=O)(=O)c1ccc(F)cc1 (stereo unspecified)
→ 3	-31	-0.7	2	-0.7	49	97	-10	3
41	Cc1ccc(C2=NN(CC(=O)NCc3ccco3)C(=O)CC2)cc1
→ 1	-3	-3.3	8	-3.8	-1	115	-4	-2
42	COCCN1C(=O)C(=O)/C(=C(/O)c2cccc(OC)c2)C1c1ccco1 (stereo unspecified)
→ 1	0	-0.3	-6	-1.0	33	103	16	2
43	CCCNC(=O)CCc1cc(C(C)(C)C)c(O)c(C(C)(C)C)c1
→ 7	-28	-1.4	-1	1.1	4	100	1	0
44	CCCCOC(=O)C1=C(C)NC(=O)NC1c1ccccc1 (stereo unspecified)
→ 23	-10	-2.6	-6	-2.5	nt	104	7	-4
45	Cc1nnc(SCCn2c(Br)nc3c2c(=O)n(C)c(=O)n3C)s1
→ 3	-3	-1.1	6	-1.3	-21	95	0	0
46	CCCc1[nH]nc2c1C(c1ccncc1)C(C#N)=C(N)O2 (stereo unspecified)
→ -8	3	-0.3	7	-7.8	25	95	24	-2
47	CN(C)c1ccc(C(=O)C(O)c2ccccc2)cc1 (stereo unspecified)
→ -11	-4	-0.6	0	-0.9	6	98	-3	0
48	CCOC(=O)N1CCN(C(=O)C2CC(=O)N(c3ccccc3)C2)CC1 (stereo unspecified)
→ 0	-12	1.4	0	-1.0	32	103	-8	4
49	Cc1cc(C)nc(-n2ncc3c2CC(c2ccccc2)CC3=O)n1 (stereo unspecified)
→ -7	-21	3.7	-6	0.5	-1	104	0	-2
50	COc1ccc(OC)c(NC(=O)C23CC4CC(C2)CC(n2cnc(Br)n2)(C4)C3)c1
→ -6	-30	-2.7	4	-5.4	12	83	5	2
51	O=C(NCCc1ccc(Cl)cc1)Nc1ccc(Cl)cc1
→ -12	-1	1.0	-8	-1.2	12	96	24	5
52	O=C(Nc1ccc(N2CCN(C(=O)c3cccs3)CC2)c(Cl)c1)c1cccnc1
→ -5	-25	-1.9	9	-2.6	42	95	11	-9
53	Cc1cc(NC(=O)c2c(-c3ccccc3Cl)noc2C)no1
→ 7	-5	0.5	1	-2.9	-13	99	-1	0
54	CCOc1nc(NCc2ccco2)nc(Nc2ccc(OC)cc2)n1
→ -1	-18	0.6	-11	-2.8	14	101	-2	-3
55	CCC(C)c1ccccc1NC(=O)C(C)NCCN(C)C (stereo unspecified)
→ -3	7	-5.5	-6	-2.6	2	100	-4	-3
56	CCOc1ccc(C(=O)CCC(=O)NC(C)C(=O)OC)cc1 (stereo unspecified)
→ -8	0	-2.1	19	2.0	32	100	8	3
57	CC(C)NC(=O)COC(=O)c1cc(Br)ccc1Cl
→ -5	0	-1.4	1	-1.1	7	99	6	5
58	COc1ccc(C(=O)COC(=O)COc2cc(C)cc(C)c2)cc1
→ -6	-32	-1.7	-16	-3.5	41	99	-2	6
59	CC(C)(C)C1CCC(=NNS(=O)(=O)c2ccc(Br)cc2)CC1 (stereo unspecified)
→ 0	1	-2.6	7	-5.1	21	111	7	-3
60	CCN(CC)S(=O)(=O)c1cc([N+](=O)[O-])ccc1N=Nc1c(O)[nH]c2ccccc12
→ -5	-2	-1.8	-7	-1.5	-8	101	1	4
61	Nc1nc(SCC(=O)Nc2ncc(C(F)(F)F)cc2Cl)n[nH]1
→ -27	-2	-2.6	0	-3.0	-13	102	12	0
62	CN(C)CCCNC(=O)/C(=C\c1ccc(-c2cccc([N+](=O)[O-])c2)o1)NC(=O)c1ccccc1
→ 8	44*	2.8	-52	-3.5	23	109	-4	4
